CHT block = inhibitors of human choline transporter CHT. 310,000 compounds, 0.86% hits. CHT-expressing cells, membrane potential dye, choline response; hits give low values. AID 488975. B-score at 10 µM;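 active means B-score over 3 SD under the library average, and starting fluorescence ratio not unusually high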;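 further: choline stimulus applied at its EC90 after an EC20 pre-addition; B-score computed on integrated fluorescence ratio after choline addition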
Target sequence (Q9GZV3 whole entry, looked up): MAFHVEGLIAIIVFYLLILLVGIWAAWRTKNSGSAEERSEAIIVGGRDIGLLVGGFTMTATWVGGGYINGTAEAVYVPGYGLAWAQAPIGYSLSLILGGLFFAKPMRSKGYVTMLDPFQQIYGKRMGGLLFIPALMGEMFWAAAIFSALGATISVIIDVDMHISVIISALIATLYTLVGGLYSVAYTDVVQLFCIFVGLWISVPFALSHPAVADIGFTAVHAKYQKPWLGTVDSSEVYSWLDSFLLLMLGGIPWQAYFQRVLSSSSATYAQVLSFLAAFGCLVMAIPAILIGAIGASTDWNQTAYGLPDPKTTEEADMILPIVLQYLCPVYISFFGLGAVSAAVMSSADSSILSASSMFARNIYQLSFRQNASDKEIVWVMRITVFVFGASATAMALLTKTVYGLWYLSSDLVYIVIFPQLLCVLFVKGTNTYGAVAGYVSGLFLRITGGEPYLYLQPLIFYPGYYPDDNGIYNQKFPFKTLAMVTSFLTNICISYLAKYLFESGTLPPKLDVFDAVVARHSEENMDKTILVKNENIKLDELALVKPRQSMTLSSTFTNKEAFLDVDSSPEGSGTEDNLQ
CHT PAM = allosterically activates the human high affinity choline transporter | Q9GZV3 | CHT-expressing cells, membrane potential dye, choline EC20; hits give high values; LV-AA mutant CHT in HEK293 cells | B-score at 10 µM | 310,000 compounds, 0.49% hits | AID 488977;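 active means initial fluorescence not abnormally high and integrated response B-score, plate-corrected, over 3 SD above library mean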
Numbers without * were called inactive; i = inactive. Compounds were not picked by outcome. About 1.5% of those tested had a hit in this group.

Every second line gives: CHT block	CHT PAM
Cn1cc([N+](=O)[O-])c(C(=O)NCc2ccccc2)n1
 : i	i
Cc1ccc(S(=O)(=O)Nc2c(C)nc3nc(C)[nH]n3c2=O)c(C)c1
 : i	i
CCOc1ccc(CNC(=O)C2CCCN(S(=O)(=O)N3CC(C)CC(C)C3)C2)cc1OC (centres undefined)
 : i	i
COc1ccc(C2=C(CC(=O)O)C(=O)CC2)cc1
 : i	i
O=C(Nc1ccc(Cl)c(Cl)c1)Nn1cnnc1
 : i	i
Cc1cccc(N2CCN(C(=O)c3ccc(CS(=O)Cc4cccc(Cl)c4)o3)CC2)c1C (centres undefined)
 : i	i
CCOC(=O)Cn1c(=O)oc2cc(S(=O)(=O)N3CCN(C(=O)c4ccco4)CC3)ccc21
 : i	i
COc1ccc(NC(=O)CN(C)C(=O)CCSc2ccc(C)cc2)cc1
 : i	i
Cc1cccc(NNC(N)=S)c1
 : i	i
CCOc1ncccc1C(=O)N(C)CC(=O)Nc1ccc(F)cc1
 : i	i
OC[C@H]1O[C@@H](Oc2cc(O)cc(/C=C/c3ccc(O)cc3)c2)[C@H](O)[C@@H](O)[C@@H]1O
 : i	i
Cc1nc(N)ncc1C(=O)Nc1ccccc1
 : i	i
CC1=CC=CC2=NC(=O)CC(C)(C(=O)O)N12 (centres undefined)
 : i	i
C/C(CC(=O)Nc1cc(C)ccn1)=N\NC(=O)c1ccccc1C
 : i	i
Cc1ccc(C(=O)NCC(=O)OCC(=O)N(CC(C)C)c2c(N)n(Cc3ccccc3)c(=O)[nH]c2=O)cc1C
 : i	i
O=C(COC(=O)CNC(=O)c1cccs1)Nc1ccccc1C(F)(F)F
 : i	i
Cc1ccc(NC(=O)C2C(=O)N(CCO)C3(C)CC2c2ccccc2O3)cc1 (centres undefined)
 : i	i
Cc1ccc(S(=O)(=O)N2CCC(C(N)=O)CC2)cc1C(=O)NC1CCCCC1
 : i	i
CCC(C)(C)NC(=O)CN(Cc1ccc2c(c1)OCO2)C(=O)CCC(=O)Nc1ccccn1
 : i	i
O=C(CSc1n[nH]c(-c2ccncc2)n1)Nc1ccccc1C(F)(F)F
 : i	i
CCOC(=O)C1=NNC(C(=O)c2ccccc2)C1c1ccc(Cl)cc1 (centres undefined)
 : i	i
C=CCNC(=O)/C(C#N)=C/c1cn(-c2ccccc2)nc1-c1cccs1
 : i	i
N#C/C(=C\c1cccs1)C(=O)Nc1nccs1
 : i	i
CCOC(=O)C1CCN(c2ncnc3c2cnn3-c2ccc(OC)cc2)CC1
 : i	i
COc1ccc(C(=O)C(Sc2nnc(C)c(=O)[nH]2)c2ccc(OC)cc2)cc1 (centres undefined)
 : i	i
CCCC(=O)N=C1SC2CS(=O)(=O)CC2N1c1ccc(CC)cc1 (centres undefined)
 : i	i
O=C(NCCCN1CCN(c2cccc(Cl)c2)CC1)C1(S(=O)(=O)c2ccc(Cl)cc2)CC1
 : i	i
Cc1cccc(NC(=O)NNC(=O)c2cc3occc3[nH]2)c1C
 : i	i
Cc1cc(=O)[nH]c(-c2ccc(C(F)(F)F)cc2)n1
 : i	i
COc1cccc(CNC(=O)CCC2CCCN(C(=O)c3ccccc3N(C)C)C2)c1 (centres undefined)
 : i	i
COc1ccc(C(=O)CSc2nnc(NC(=O)C3CC(=O)N(c4ccccc4C)C3)s2)cc1 (centres undefined)
 : i	i
O=C(COc1ccccc1)N1CCN=C1SCc1cccnc1
 : i	i
CCCn1c(SCC(=O)Nc2ccc(OCC)cc2)nnc1C(C)C
 : i	i
O=C(Cc1ccccc1)NCCc1cn2ccsc2n1
 : i	i
O=C(CN(C(=O)Cn1nnc(-c2ccc(F)cc2)n1)c1ccc(F)cc1)NC1CCCC1
 : i	i
CCCN1C(=O)/C(=C\c2ccncc2)SC1=Nc1ccccc1
 : i	i
N#Cc1nc(-c2cccc3ccccc23)oc1NCCN1CCOCC1
 : i	i
Cc1ccc2nc(-c3ccc(O)cc3)oc2c1
 : i	i
c1ccc(COn2c(-c3ccccc3)nc3c2CCc2nonc2-3)cc1
 : i	i
O=C(O)c1cccc(S(=O)(=O)NCc2cccs2)c1
 : i	i

The last two entries of the part before lead into the next.
Every second line gives: CHT block	CHT PAM
c1ccc(COn2c(-c3ccccc3)nc3c2CCc2nonc2-3)cc1
 : i	i
O=C(O)c1cccc(S(=O)(=O)NCc2cccs2)c1
 : i	i
COc1ccc(C(=O)NNC(=O)c2ccc(C(C)(C)C)cc2)cc1
 : i	i
CCN(CC(=O)Nc1c(F)cccc1F)C(=O)c1ccccc1F
 : i	i
CCOc1ccc(C(=O)Nc2ccccc2CC)cc1[N+](=O)[O-]
 : i	i
CC12CCC(C(=O)NCc3ccco3)(OC1=O)C2(C)C (centres undefined)
 : i	i
Cc1cc(C)c(-n2[nH]nnc2=S)c(C)c1
 : i	i
Cc1ccc(OCc2nc(-c3ccc(-n4cccc4)cc3)no2)cc1C
 : i	i
S=c1[nH]nc(COc2ccccc2)n1/N=C/c1ccc(Br)s1
 : i	i
O=C(CCCCC(=O)NC1CCCC1)NC1CCCC1
 : i	i
CCOC(=O)C1(P(=O)(c2ccc(Cl)cc2)c2ccc(Cl)cc2)CCC1
 : i	i
COc1ccccc1C(=O)N/C(=C\c1cn(C)c2ccccc12)C(=O)N1CCOCC1
 : i	i
COc1ccc(C(=O)Nc2ccc(-c3cn4ccsc4n3)cc2)cc1S(=O)(=O)N1CCOCC1
 : i	i
COc1ccccc1CCNC(=O)CSc1nc(-c2ccco2)cc(C(F)(F)F)n1
 : i	i
COc1cccc(N2C(=O)C(CC(=O)Nc3ccc(F)cc3)N(C3CCCCC3)C2=O)c1 (centres undefined)
 : i	i
NC(=O)CC(NC(=O)Cc1ccc(Br)cc1)c1ccc(N2CCCCCCC2)c([N+](=O)[O-])c1 (centres undefined)
 : i	i
O=C1N(Cc2ccc(F)cc2)CCN1c1ccc(F)cc1
 : i	i
CCN(CC)c1ccc(/C=C(/C#N)C(=O)NCc2ccccc2)o1
 : i	i
CC1(NC(=O)NCc2ccccc2)CCS(=O)(=O)C1 (centres undefined)
 : i	i
O=C(COc1ccc(Br)cc1)Nc1ccncc1
 : i	i
COc1ccc2nc(C)cc(Nc3ccccc3O)c2c1
 : i	i
Cc1cc(=O)n2nc(N3CCCC3C(=O)NCc3ccccn3)sc2n1 (centres undefined)
 : i	i

(continued)
Structure | CHT block | CHT PAM
CS(=O)(=O)c1ccccc1-c1nnc(NC(=O)c2ccc(S(=O)(=O)N3CCCC3)cc2)o1 | i | i
COC(=O)COc1ccc2c(-c3ccc(OC)cc3)cc(=O)oc2c1 | i | i
Cc1cc2oc(C(=O)Nc3ccc(S(=O)(=O)Nc4nccs4)cc3)cc(=O)c2cc1Cl | i | i
CCc1ccc(CN2CCC(n3nccc3NC(=O)c3ccccc3C)CC2)cc1 | i | i
COc1ccccc1NS(=O)(=O)c1ccc(OC)c(OC)c1 | i | i
Cc1ccc(C(=O)N(CC(=O)NC2CCCC2)Cc2cccs2)s1 | i | i
COc1ccc(C2c3[nH]c4ccccc4c3CCN2Cc2ccoc2)c(F)c1 (centres undefined) | i | i
CC(=O)Nc1ccc(NC(=O)CSc2nccn2Cc2ccc(Cl)cc2)cc1 | i | i
c1ccc(Cn2nnc(CNc3ccccc3)c2-c2c(CNc3ccccc3)nnn2Cc2ccccc2)cc1 | i | i
Cc1nc2sccn2c(=O)c1S(=O)(=O)Nc1ccc(N2CCOCC2)c(Cl)c1 | i | i
Cc1cccc(N(C(=O)c2snc(C(N)=O)c2N)C(C(=O)NCC2CCCO2)c2ccc(N(C)C)cc2)c1 (centres undefined) | i | i
CCCCc1cc(=O)oc2cc(O)ccc12 | i | i
C/C(=N\OCC(=O)Nc1ccc(Br)cc1)c1cccs1 | i | i
Nc1ccc2c(c1)COC2=O | i | i
O=C(OCC(=O)N1CCCCCC1)c1cccs1 | i | i
CCN(CC)S(=O)(=O)c1cc(C(=O)OCC(=O)Nc2ccc(-c3nc4ccc(C)cc4s3)cc2)ccc1F | i | i
N#Cc1ccc(COC(=O)CSc2nnc(C3CCCCC3)n2N)cc1 | i | i
Cc1cccc(N(C)S(=O)(=O)c2nnc(NC(=O)c3ccco3)s2)c1 | i | i
Cc1ccccc1C(C(=O)NCc1ccco1)N(CC1CCCO1)C(=O)Cn1nnc2ccccc21 (centres undefined) | i | i
CCOCCCNC(=O)c1cn(C)c2ccc(S(=O)(=O)N3CCCC3)cc2c1=O | i | i
COC(=O)c1ccc(NC(=O)NC2CCCCC2)cc1 | i | i
COc1ccc(-n2c(C)cc(C(=O)COc3ccc(-n4cnnn4)cc3)c2C)cc1 | i | i
O=C(COC(=O)CCNS(=O)(=O)c1ccc2c(c1)OCCO2)NC1CCCc2ccccc21 (centres undefined) | i | i
O=C(CSc1nc(C(F)(F)F)cc(=O)[nH]1)Nc1cccc2ccccc12 | -5.4* | i
O=C1Nc2ccc(Br)cc2C1=C1CCCCC1 | i | i
CCOc1ccc(CCNC(=O)C2CCN(c3ccc(N4CCOCC4)nn3)CC2)cc1OCC | i | i
O=S(=O)(c1cccc(NC(=S)N2CCN(c3ccc(F)cc3)CC2)c1)C(F)F | i | i
CCCCN1C(=O)/C(=c2\sc3nc(=O)c(-c4ccccc4)nn3c2=O)c2ccccc21 | i | i
O=C(NN1C(=O)/C(=C/C=C/c2ccco2)SC1=S)c1ccncc1 | i | i
CCCCNCC(=O)Nc1sc(C)c(C)c1C(=O)OCC | i | i
CCOc1ccccc1NS(=O)(=O)c1ccc2c(c1)NC(=O)CCS2 | i | i
CCCOc1ccc(C(=O)NNC(=O)CCNC(=O)c2ccco2)cc1OC | i | i
Cc1ccc(S(=O)(=O)N2CCN(C(=O)COC(=O)c3ccc(O)cc3)CC2)c(C)c1 | i | i
Cc1cc(C)nc(-n2nc(C)cc2NC(=O)c2cccc(S(=O)(=O)N(C)C)c2)n1 | i | i
Cc1ccc2[nH]c(=O)c(CN(CCCN(C)C)C(=O)Nc3ccc(Cl)cc3)cc2c1 | i | i
Cn1nc(C(F)(F)F)c(CN2CC(C)(C)C2=O)c1N1CCOCC1 | i | i
O=C1CC(=O)Nc2cc(S(=O)(=O)N3CCN(c4ccc([N+](=O)[O-])cc4)CC3)ccc2N1 | i | i
CCOC(=O)Nc1ccc([N+](=O)[O-])cc1OC | i | i
O=C(Nc1ccccn1)c1ccc(C(=O)c2ccccc2)cc1 | i | i
c1ccc(CN2CCN(c3cnc4ccccc4n3)CC2)cc1 | i | i
O=C(Cc1ccccc1F)OCC(=O)N1CCc2ccccc21 | i | i
CCN(CC1CCCO1)C(=O)CCc1nnc(CCc2ccc(OC)cc2)o1 (centres undefined) | i | i
CC(C)c1ccc(OCC(=O)NC(C)c2ccccc2)cc1 (centres undefined) | i | i
N#Cc1ccc(C(=O)Nc2nc(SCc3ccc(Cl)cc3)n[nH]2)cc1 | i | i
CCN1CCN(c2ccc(S(=O)(=O)N3CCCCC3)cc2NC(=O)/C=C/c2ccc([N+](=O)[O-])cc2)CC1 | i | i

Part of the list above, as labelled records.
> O=C(Cc1ccccc1F)OCC(=O)N1CCc2ccccc21
  CHT block: i
  CHT PAM: i
> CCN(CC1CCCO1)C(=O)CCc1nnc(CCc2ccc(OC)cc2)o1 (centres undefined)
  CHT block: i
  CHT PAM: i
> CC(C)c1ccc(OCC(=O)NC(C)c2ccccc2)cc1 (centres undefined)
  CHT block: i
  CHT PAM: i
> N#Cc1ccc(C(=O)Nc2nc(SCc3ccc(Cl)cc3)n[nH]2)cc1
  CHT block: i
  CHT PAM: i

The list continues.
Structure | CHT block | CHT PAM
Cc1ccccc1NC(=O)Nc1ccccn1 | i | i
CCOC(=O)C1=C(COC(=O)c2cc(OC)c(OC)c(OC)c2)NC(=O)NC1C (centres undefined) | i | i
CCSc1ccccc1C(=O)Nc1cc(OC)c(OC)c(OC)c1 | i | i
O=C(NCc1n[nH]c(=S)n1Cc1ccccc1)c1ccc(Cl)cc1Cl | i | i
Cn1c(SCC(=O)Nc2nccs2)nnc1-c1ccc(S(=O)(=O)N2CCCC2)cc1 | i | i
CCC(C)N(C)C1CCN(C(=S)Nc2cccc(OC)c2)CC1 (centres undefined) | i | i
Oc1ccc(C[C@@H]2CNCCN2CCCCC2CCCCC2)cc1 | i | i
CCC(CC)c1nc(C(N)=O)c2[nH]c(=O)n(-c3ccc(OC)c(OC)c3)c2n1 | i | i
Cc1ccc(OCc2cnc(Cl)s2)c(C)c1 | i | i
Cc1cc(NC(=O)OC2CCCCC2)ccc1[N+](=O)[O-] | i | i
COc1ccc(-c2nnc(NC(=O)CSc3ccc(Cl)cc3)s2)cc1OC | i | i
COc1cc(S(=O)(=O)NCCc2ccc3c(c2)OCO3)ccc1-n1cnnn1 | i | i
COc1ccc(-c2nnc(SCC(=O)N3CCCC3)o2)c(OC)c1 | i | i
O=C(Nn1c(C2CCC2)nc2ccccc2c1=O)C1CCC1 | i | i
CCC(=O)N1CCc2cc(Br)cc(S(=O)(=O)C3(C(=O)OC)CC3)c21 | i | i
CC1(C)Cc2c(cnn2-c2ccc(F)cc2)C(NC(=O)CN2CCCCC2=O)C1 (centres undefined) | i | i
CCOC(=O)Cn1nc(-c2ccc(F)cc2)oc1=O | i | i
O=C(COC(=O)c1ccco1)NC(c1ccccc1)c1ccccc1 | -14* | i
CC(C(=O)Nc1ccccc1C(F)(F)F)N1CCN(C)CC1 (centres undefined) | i | i
CC(=O)N1CCc2cc(S(=O)(=O)CCC(=O)N3CCN(c4ccccn4)CC3)ccc21 | i | i
O=C(CC(=O)Nc1ccc(Br)cc1)Nc1ccc(Br)cc1 | i | i

Screening data deposited in PubChem BioAssay by Johns Hopkins Ion Channel Center.
